GPR151 activ = activators of human GPR151; AID 1508602; activation, % at 11.2 µM; PathHunter beta-arrestin GPR151 cells, luminescence; actives 1% (n = 650,000); in the data active = activation above about 4.9%;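 also: 0% = median of compound wells and 100% = cells with positive control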
Target sequence (Q8TDV0 whole entry, looked up): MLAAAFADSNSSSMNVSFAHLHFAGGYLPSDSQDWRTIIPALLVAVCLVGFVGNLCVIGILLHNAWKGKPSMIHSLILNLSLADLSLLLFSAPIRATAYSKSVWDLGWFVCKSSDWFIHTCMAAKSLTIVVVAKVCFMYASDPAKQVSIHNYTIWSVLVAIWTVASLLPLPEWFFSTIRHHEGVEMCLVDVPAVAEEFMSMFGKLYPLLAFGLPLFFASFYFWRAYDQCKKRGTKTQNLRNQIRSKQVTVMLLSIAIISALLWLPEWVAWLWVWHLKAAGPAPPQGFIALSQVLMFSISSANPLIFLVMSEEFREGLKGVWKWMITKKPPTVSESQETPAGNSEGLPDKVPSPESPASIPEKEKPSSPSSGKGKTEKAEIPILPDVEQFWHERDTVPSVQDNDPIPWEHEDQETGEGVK
MITF inh = human MITF inhibition, primary screen; actives 0.91% (n = 650,000); AlphaScreen MITF homodimerization, bead proximity signal; O75030; AID 1259374; inhibition, % at 2.6 µM; in the data active = inhibition above about 50%;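 also: 0% = vehicle wells with protein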
Target sequence (O75030 whole entry, looked up): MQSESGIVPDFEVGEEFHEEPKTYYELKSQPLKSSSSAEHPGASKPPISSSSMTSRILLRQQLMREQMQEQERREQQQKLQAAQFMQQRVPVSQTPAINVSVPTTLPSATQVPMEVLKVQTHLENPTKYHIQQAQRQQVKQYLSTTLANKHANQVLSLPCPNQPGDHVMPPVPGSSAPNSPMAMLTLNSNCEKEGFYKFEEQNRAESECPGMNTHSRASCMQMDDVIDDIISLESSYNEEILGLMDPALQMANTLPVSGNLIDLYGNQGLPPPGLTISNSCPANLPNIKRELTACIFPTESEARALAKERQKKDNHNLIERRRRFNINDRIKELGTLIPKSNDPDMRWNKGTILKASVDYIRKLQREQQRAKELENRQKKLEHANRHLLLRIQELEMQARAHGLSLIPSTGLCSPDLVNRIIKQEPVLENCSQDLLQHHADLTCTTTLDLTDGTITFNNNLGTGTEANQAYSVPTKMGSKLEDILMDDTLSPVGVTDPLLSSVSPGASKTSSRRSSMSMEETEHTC
TEAD-YAP inh = TEAD-YAP interaction inhibition; inhibition, % at 9.12 µM; actives 1.4% (n = 640,000); AID 1259422; HEK-TIYL cells, TEAD-Gal4/YAP UAS-luciferase luminescence; in the data active = inhibition above about 32%;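 also: 0% = median of test compound wells and 100% = reference inhibitor wells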
FBW7 activator = human FBW7 E3 ligase activation, primary screen; actives 0.13% (n = 650,000); normalized activity (activation), % at 26.1 µM; AID 1259310; AlphaScreen FBW7–phospho-cyclin E peptide binding, activator screen; in the data active = normalized activity above about 1.9%;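 also: purified mutant Fbw7 with reduced substrate affinity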
* hit, by the source's call. Outcome played no part in choosing rows. Share with any hit: about 3.4%.

SMILES | GPR151 activ | MITF inh | TEAD-YAP inh | FBW7 activator
O=C(O)C1CC(=O)N(CCC23CC4CC(CC(C4)C2)C3)C(=Nc2ccc(Cl)cc2)S1 (configuration not stated) | -0.9 | 4.8 | 10.0 | 0.1
CCOc1ccc(/C=C2\SC(=S)NC2=O)c(O)c1 | 0.3 | 4.8 | 8.7 | -0.2
COc1cc(C(=O)NCCN2CCOCC2)nc(OC)n1 | -0.7 | 5.2 | -1.0 | -0.1
Cc1ccccc1OCc1nn(C2c3ccccc3Oc3ccccc32)c(=S)n1C | 1.2 | 8.0 | -6.7 | 0.6
Cc1ccsc1C1NC(=O)c2c(sc3c2CCCC3)N1 (configuration not stated) | -0.8 | 0.4 | -16.9 | -0.3
Cc1nn(C)c(C)c1CNC(=O)c1ccc(F)cc1 | 1.0 | -3.0 | -2.9 | -0.1
Cc1ccc(C(=O)Nc2ccccc2)cc1S(=O)(=O)Nc1cccc([N+](=O)[O-])c1 | 2.0 | -5.6 | -13.4 | -0.1
COc1cc(NC(=O)CSCc2nc3sc(C)c(C)c3c(=O)[nH]2)cc(OC)c1 | 1.7 | 7.3 | 5.0 | -0.1
COc1ccc(CNC(=O)CCc2nc3sc4c(c3c(=O)[nH]2)CCCC4)cc1 | -0.2 | -2.7 | -7.5 | -0.2
CC(C)c1nc2ccccc2c2nnc(SCC(=O)N(C)C)n12 | 0.6 | 22.4 | -7.2 | 1.2
Cc1cc(C)n2nc(C(=O)OCC(=O)Nc3ccc4c(c3)CCC4)nc2n1 | 1.9 | 2.2 | 4.3 | 0.0
CCOc1cc(C2CC(=O)NC(SCC(=O)Nc3ccccc3C)=C2C#N)ccc1O (configuration not stated) | -1.7 | 20.1 | 11.3 | 0.5
COc1ccc(N=C2SC(C(=O)Nc3ccc(F)cc3)CC(=O)N2CCc2ccc(OC)c(OC)c2)cc1 (configuration not stated) | 1.5 | 18.0 | 4.5 | 0.2
S=C(Nc1ccccc1)N1CCN(c2ccccn2)CC1 | -0.1 | 3.3 | 0.8 | -0.1
Cc1cc(S(=O)(=O)N2CCc3ccccc32)ccc1-n1cnnn1 | -0.6 | -6.5 | 2.0 | 0.0
O=C1C2C3C=CC(C4CC34)C2C(=O)N1/N=C/c1c(O)ccc2ccccc12 (configuration not stated) | 0.7 | 3.2 | 7.9 | -0.1
O=C(NC(=S)Nc1ccc(Cl)cn1)c1ccc(F)cc1 | 0.0 | -4.8 | -34.2 | -0.3
CC(C)(C)n1nc2c(c1NC(=O)c1ccccc1Cl)CS(=O)C2 (configuration not stated) | -0.8 | -4.8 | 4.5 | 0.2
NC(=O)c1ccccc1NC(=O)c1ccc2nc(-c3ccccc3)c(-c3ccccc3)nc2c1 | 0.5 | -10.9 | -7.3 | 0.1
CCCc1noc(-c2ccccc2C)n1 | -2.1 | 9.1 | -1.9 | 0.0
CC(C)N(Cc1ccccc1)S(=O)(=O)Cc1ccc(Cl)cc1 | -1.3 | -3.2 | -1.9 | 0.9
CCC(=O)Nc1ccc(NC(=O)c2ccc(-c3ccccc3[N+](=O)[O-])o2)cc1 | 2.0 | -2.9 | -21.3 | -0.1
CC1CN(CC(O)COCC23CC4CC(CC(C4)C2)C3)CC(C)O1 (configuration not stated) | 3.1 | 3.4 | 1.4 | 0.7
c1cncc(CNc2nccc(NC3CC3)n2)c1 | 0.4 | 15.6 | -0.6 | -0.1
Cc1c(N/N=C(\C#N)C(=O)c2ccccc2)c(=O)n(-c2ccccc2)n1C | -1.0 | 40.0 | 17.6 | -1.9
CN(C)S(=O)(=O)c1ccc(C(=O)NCCc2ccccc2)cc1 | -0.2 | 15.2 | -91.4 | 0.2
CCCN1CC=C2C(C#N)=C(N)C(C#N)(C#N)C(c3ccc(F)cc3)C2C1 (configuration not stated) | -0.3 | 14.3 | -1.2 | 0.1
CCN1CCN(CC(O)COc2cccc(C)c2)CC1 (configuration not stated) | 0.3 | 2.1 | 7.0 | 0.0
O=C(COC(=O)c1cncc(Br)c1)Nc1ccc(F)c(F)c1F | -1.1 | -6.5 | -3.8 | -0.1
CCOC(=O)C1CCN(c2cc(C)c3cccc(OC)c3n2)CC1 | 0.7 | 12.6 | -1.0 | 0.0

Random excerpt: 6 records from the list, in no set order.
SMILES | GPR151 activ | MITF inh | TEAD-YAP inh | FBW7 activator
COc1cc(NC(=O)CSCc2nc3sc(C)c(C)c3c(=O)[nH]2)cc(OC)c1 | 1.7 | 7.3 | 5.0 | -0.1
CCN1CCN(CC(O)COc2cccc(C)c2)CC1 (configuration not stated) | 0.3 | 2.1 | 7.0 | 0.0
COc1ccc(N=C2SC(C(=O)Nc3ccc(F)cc3)CC(=O)N2CCc2ccc(OC)c(OC)c2)cc1 (configuration not stated) | 1.5 | 18.0 | 4.5 | 0.2
O=C1C2C3C=CC(C4CC34)C2C(=O)N1/N=C/c1c(O)ccc2ccccc12 (configuration not stated) | 0.7 | 3.2 | 7.9 | -0.1
CCOc1ccc(/C=C2\SC(=S)NC2=O)c(O)c1 | 0.3 | 4.8 | 8.7 | -0.2
CN(C)S(=O)(=O)c1ccc(C(=O)NCCc2ccccc2)cc1 | -0.2 | 15.2 | -91.4 | 0.2

(cont.)
SMILES | GPR151 activ | MITF inh | TEAD-YAP inh | FBW7 activator
Cc1ccc(C(=O)Oc2ccc(Br)cc2)cc1C | -0.4 | 3.7 | -6.9 | 0.1
Cc1ccc(S(=O)(=O)NC(C)C(=O)Nc2ccc(C)cc2C)cc1 (configuration not stated) | 1.0 | -4.4 | 3.9 | 0.0
COc1ccc(C)cc1N(CC(=O)NC(C)(C)C)C(=O)c1snc(C(N)=O)c1N | 0.0 | -16.5 | -4.8 | 0.4
CSc1cccc(-n2cccc2)c1C#N | -0.9 | 24.0 | 2.5 | 0.2
COC(=O)CNC(=O)c1cn(-c2ccccc2)nc1-c1ccc(C)cc1 | -2.6 | 7.5 | -15.1 | 0.0
O=S(=O)(c1cccc2nsnc12)N1CCc2ccccc21 | -0.2 | -12.7 | 13.6 | -0.1
Brc1cccc(C2CC(c3cccs3)n3nnnc3N2)c1 (configuration not stated) | -0.7 | 4.5 | 10.6 | 0.0
O=C(O)CC(NC(=O)Cc1ccccc1)C(F)(F)F (configuration not stated) | -1.0 | 0.5 | -4.2 | -0.2
CN1C(=O)/C(=C/c2ccc(C(=O)N3CCN(c4ccccn4)CC3)cc2)Oc2ccccc21 | -0.3 | 11.3 | -2.0 | 0.4
Brc1ccccc1CN1CCN(c2ccccn2)CC1 | -0.6 | 25.7 | -6.4 | -0.1
Cc1nc2ccc(NC(=O)c3cc4ccccc4oc3=O)cc2c(=O)n1-c1ccc(Cl)cc1 | 0.3 | 15.7 | -8.5 | 0.5
CCOc1ccc(NC(=O)C2=C(C)NC(=O)NC2c2ccc(C(C)C)cc2)cc1 (configuration not stated) | 0.7 | 10.9 | 5.3 | 0.1
CCOC(=O)C(C)N1C(=O)S/C(=C/c2cc(Cl)cc(OC)c2O)C1=O (configuration not stated) | 6.7* | -4.9 | -5.2 | -0.1
CC(C)(C)C(=O)Nc1nnc(C2=COCCO2)o1 | 0.5 | -0.3 | 12.5 | -0.1
CC(C)OCCCNC(=O)Cn1ncc2c(=O)oc3ccccc3c21 | 2.2 | 10.3 | 7.5 | 0.1

Compound profiles, from the list above. Order of values: GPR151 activ, MITF inh, TEAD-YAP inh, FBW7 activator
Cc1ccc(C(=O)Oc2ccc(Br)cc2)cc1C across the screens: -0.4, 3.7, -6.9, 0.1
CSc1cccc(-n2cccc2)c1C#N across the screens: -0.9, 24.0, 2.5, 0.2

New compounds follow.
SMILES | GPR151 activ | MITF inh | TEAD-YAP inh | FBW7 activator
COc1ccc(C=Nc2ccccc2O)cc1OC | -1.6 | 12.5 | -6.0 | 0.7
O=C1CCCN1CCCNc1nc(NCc2ccccc2)c2ncn(C3CCCCC3)c2n1 | 1.1 | 21.3 | -7.9 | 0.1
Cc1oc(-c2ccccc2F)nc1CSCC(=O)NCCC(C)C | -0.6 | -0.1 | -2.9 | -0.2
O=C(Cn1nnc(-c2ccccc2F)n1)Nc1cccc2c1CCCC2 | 0.6 | 4.9 | 8.9 | -0.2
COc1cccc(/C=N/Nc2nc3ccccc3n3cnnc23)c1 | -0.5 | -10.9 | -13.0 | -0.2
COc1cccc(Nc2cc(N3CCN(c4cccc(C(F)(F)F)c4)CC3)c3noc4c3c2C(=O)c2ccccc2-4)c1 | -0.3 | -3.2 | 2.6 | 0.0
Nc1ccccc1NC(=O)c1ccc([N+](=O)[O-])cc1 | 0.5 | 10.5 | -20.1 | 0.2
Cc1cc(C)cc(N=C2NC(=O)/C(=C\c3ccc(-c4ccccc4[N+](=O)[O-])o3)S2)c1 | -0.5 | 5.7 | -2.7 | -0.6
NC1=NC(c2ccc(O)c(O)c2)n2c(nc3ccccc32)N1 (configuration not stated) | 0.1 | 3.0 | 1.6 | 0.0
Cc1ccc(NC(=O)CSc2nc3c(sc(=S)n3-c3ccccc3C)c(=O)n2-c2ccc(C)cc2)cc1 | 0.1 | 8.0 | 3.5 | 0.4
CCOC(=O)C(O)(c1ccc(N(CC)C(=O)c2ccccc2)cc1)C(F)(F)F (configuration not stated) | -1.5 | 18.1 | 3.2 | 2.6*
CC(C)=C1C2C=CC1C(C(=O)Nc1cccc(C)c1C)C2C(=O)O (configuration not stated) | 0.2 | -5.3 | -3.7 | 0.0
COc1cccc(CCN2C(=O)CCC2CCNCc2cccc(F)c2)c1 (configuration not stated) | 5.1* | 1.4 | 4.7 | 0.0
FC(F)(F)c1cccc(-c2cnnc(NCC3(N4CCOCC4)CCCC3)n2)c1 | -1.6 | 12.2 | 10.2 | 0.3
CC(C)(C)OC(=O)N/N=C\c1cccc(/C=N/NC(=O)OC(C)(C)C)c1 | -2.2 | 13.4 | 64.7* | 0.9
COC(=O)C1=C(C)Nc2nc(SC)[nH]c(=O)c2C1c1ccccc1 (configuration not stated) | 0.6 | -1.7 | 4.8 | 0.1
CCCNS(=O)(=O)c1ccc(N2CCCC2=O)c([N+](=O)[O-])c1 | 0.2 | -0.7 | -0.3 | -0.2
CCOC(=O)CN(C)c1nc(-c2ccc(F)cc2)cs1 | -2.0 | 5.1 | -41.0 | 0.3
COCCCNC(=O)c1ccc(CNS(=O)(=O)c2ccc(C)cc2)cc1 | 0.3 | -11.5 | -9.8 | 0.1
COc1cccc(C(=O)OC2CCN(C)CC2)c1 | 0.5 | -11.6 | -18.8 | -0.2
CC(C(=O)N1CCOc2ccc(CN(C)CCc3ccccn3)cc2C1)n1cncn1 (configuration not stated) | -0.4 | 3.1 | 5.1 | 0.1
Cc1ccc(N2C(=O)CSC2c2cccc(Cl)c2Cl)cc1Cl (configuration not stated) | 0.1 | 2.1 | -19.2 | 0.4
COC(=O)c1ccc(COc2cccc3ccccc23)o1 | 1.1 | 6.9 | -4.0 | 0.0
Cc1ccc(CNC(=O)C(CC(C)C)NS(=O)(=O)c2ccc3nc(C)sc3c2)cc1 (configuration not stated) | 0.0 | -3.9 | 9.9 | 0.0
CCc1nnc2sc(NC(=O)c3ccccc3C)nn12 | -0.3 | 7.6 | -15.3 | 0.0
O=C(C1CCC(Cn2c(=S)[nH]c3ccccc3c2=O)CC1)N1CCN(c2ccccn2)CC1 (configuration not stated) | 0.3 | 7.9 | 11.0 | 0.4
O=C1CCCN1CCCNc1nc(Nc2cnccn2)nc2c1ncn2CCN1CCCC1=O | -0.2 | 3.3 | 6.4 | 0.0
COc1ccc(-n2cc(-c3ccccc3)c3c(NCc4ccco4)ncnc32)cc1 | 2.8 | -7.4 | -17.4 | -0.2
Cc1cc(N)c2ccccc2[n+]1CCCCCCCCCCCCCC[n+]1c(C)cc(N)c2ccccc21 | 6.6* | -16.1 | 84.3* | 0.0
CCOC(=O)C1(C)NC(c2sccc2C)C2C(=O)N(CC)C(=O)C21 (configuration not stated) | -0.6 | 9.9 | 8.1 | 0.1
CCN(CC(=O)NN=C1CCCCC1)c1ccccc1 | 0.6 | 4.0 | 7.5 | -0.1
COc1ccc(/C=C2\CCCC3C2=NNC3c2ccc(OC)cc2)cc1 (configuration not stated) | -0.4 | 21.4 | 5.5 | 0.2
COc1ccc(C(=O)NCCCn2cccn2)cc1OC1CCN(C(C)C)CC1 | -0.9 | 16.8 | -3.1 | 0.0
CCOc1ccccc1N1CCN(c2nnnn2-c2ccccc2)CC1 | 0.1 | 17.1 | 41.9* | 0.3
Cc1cccc(NC(=O)C2CC(O)CN2C(=O)Oc2ccccc2)c1 (configuration not stated) | 0.1 | 5.8 | -1.5 | 0.2
CC(C)COc1ccc(S(=O)(=O)NCc2ccccc2)cc1 | -0.5 | -2.9 | 1.9 | 0.2
CCCCn1c(CNC(=O)c2ccc(C)c([N+](=O)[O-])c2)nnc1SC(C)C(=O)Nc1sc(C(=O)OCC)c(C)c1C(=O)OCC (configuration not stated) | 0.2 | -1.8 | 0.8 | 0.0
O=c1c2c(-c3ccccc3)csc2ncn1/N=C/c1cccnc1 | 0.5 | -2.1 | 4.5 | 0.0
COC(=O)C1=CN(Cc2ccccc2)C=C(C(=O)OC)C1c1ccc(C)s1 | -0.5 | 3.8 | 0.7 | 0.8
CCC(SC1=Nc2ccccc2C2=NC(Cc3ccccc3)C(=O)N12)C(=O)N1CCOCC1 (configuration not stated) | 1.8 | -13.6 | 5.3 | -0.3
C/C(N)=C(/C#N)C(=O)COC(=O)c1cccc(O)c1 | -2.6 | 19.5 | 0.2 | 0.1
COc1cc2cc(C#N)c(SCC(=O)c3ccc4c(c3)OCCO4)nc2cc1OC | 3.8 | -10.8 | -10.8 | 0.0
Cc1ccc(-c2nsc3c(=O)n(-c4c(C)n[nH]c4C)cnc23)cc1 | -0.3 | -15.4 | 13.6 | 0.1
Cc1ccc(S(=O)(=O)N2CCSC2c2ccc(Br)cc2)cc1[N+](=O)[O-] (configuration not stated) | -0.3 | 9.0 | 9.4 | 0.0
CCOC(=O)Cn1c(=NC(=O)c2ccco2)sc2cccc(F)c21 | -0.4 | -2.3 | -5.7 | 0.1

Screening results: PubChem BioAssay, The Scripps Research Institute Molecular Screening Center
